Screening data deposited in PubChem BioAssay by several laboratories.
Bim-Bcl-2 = disrupts Bim peptide binding to human Bcl-2. inhibition, % at 10 µM. Bead-based flow cytometry, Bim peptide-Bcl-2 binding. AID 950. P10415. actives 0.06% (n = 190,000); in the data active = inhibition above about 40%; inconclusive = no clear call, values can overlap the other calls;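 also: 0% = no compound wells with probe peptide and 100% = reference peptide inhibitor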
Target sequence (P10415 whole entry, looked up): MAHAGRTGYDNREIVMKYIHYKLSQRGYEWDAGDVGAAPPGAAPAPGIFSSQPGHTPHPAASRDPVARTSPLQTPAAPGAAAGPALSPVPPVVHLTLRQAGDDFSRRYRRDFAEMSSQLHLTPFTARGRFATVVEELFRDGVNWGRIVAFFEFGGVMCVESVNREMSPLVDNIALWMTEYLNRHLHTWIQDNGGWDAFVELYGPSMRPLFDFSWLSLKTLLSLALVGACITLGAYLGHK
RGS7-Gao reg = regulators of human RGS7-Galphao interaction; P09471; Multiplexed bead flow cytometry, RGS7-Galphao binding; actives lie on both sides; binding response (% of control), % at 10 µM; actives 0.35% (n = 220,000); AID 1439; in the data active = binding response below about 49% or above about 150%; inconclusive = no clear call, values can overlap the other calls; inactive = in between;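 also: fluorescent Galphao held in activated GDP-AlF4 state binding bead-coupled RGS7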
Bim-Bcl-XL = inhibitors of Bim-Bcl-XL interaction, human. Bim peptide-Bcl-XL binding, bead flow cytometry, fluorescence. Q07817. inhibition, % at 10 µM. actives 0.04% (n = 190,000)
Target sequence (Q07817 whole entry, looked up): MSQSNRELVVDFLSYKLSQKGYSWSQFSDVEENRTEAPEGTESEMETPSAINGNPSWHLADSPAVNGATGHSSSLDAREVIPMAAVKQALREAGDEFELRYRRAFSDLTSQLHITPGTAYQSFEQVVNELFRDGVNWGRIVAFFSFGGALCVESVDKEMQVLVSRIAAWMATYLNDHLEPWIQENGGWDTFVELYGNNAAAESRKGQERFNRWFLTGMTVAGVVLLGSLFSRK
RGS4-Gao reg = human RGS4-Galphao interaction regulation; binding response (% of control), % at 10 µM; actives 0.33% (n = 220,000); AID 1415; P09471; Multiplexed bead flow cytometry, RGS4-Galphao binding; actives lie on both sides; in the data active = binding response below about 49% or above about 150%; inactive = in between;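 also: fluorescent Galphao activated with aluminum fluoride binding bead-coupled RGS4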
Bim-Bcl-W = human Bim-Bcl-W interaction inhibition; AID 952; actives 0.02% (n = 190,000); bead-based flow cytometry, Bim peptide-Bcl-W binding; inhibition, % at 10 µM; Q92843;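 also: 0% = bound tracer without compound and 100% = peptide blocker; higher means less fluorescent Bim peptide bound to Bcl-W beads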
Bim-Bfl-1 = disrupts Bim binding to human Bfl-1; Q16548; Bead-based flow cytometry, Bim-Bfl-1 binding inhibition; inhibition, % at 10 µM; actives 0.12% (n = 190,000); AID 1008;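 also: 0% = wells without compound plus tracer and 100% = blocker peptide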
Bim-Mcl-1 = disrupts Bim peptide binding to human Mcl-1; Q07820; Bead-based flow cytometry, Bim peptide-Mcl-1 binding; inhibition, % at 10 µM; actives 0.1% (n = 190,000);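 also: 0% = no compound tracer wells and 100% = peptide blocker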
Target sequence (Q07820 whole entry, looked up): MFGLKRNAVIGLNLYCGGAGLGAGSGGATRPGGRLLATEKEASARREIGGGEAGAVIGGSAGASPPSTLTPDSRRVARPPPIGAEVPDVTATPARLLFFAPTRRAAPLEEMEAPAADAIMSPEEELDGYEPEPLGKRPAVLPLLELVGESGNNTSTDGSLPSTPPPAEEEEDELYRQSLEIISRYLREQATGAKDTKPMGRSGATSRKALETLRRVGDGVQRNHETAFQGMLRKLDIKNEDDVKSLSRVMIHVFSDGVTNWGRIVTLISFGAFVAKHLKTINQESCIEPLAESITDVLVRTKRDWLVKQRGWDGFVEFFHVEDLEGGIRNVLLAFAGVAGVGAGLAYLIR
GSH bead fluor = GSH bead compound fluorescence profile; GSH beads flow cytometry, compound fluorescence 488/530 nm; stronger effect = higher value; fluorescence (KMESF) at 10 µM; actives 0.25% (n = 190,000); AID 1776; in the data active = fluorescence above about 89;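 also: glutathione beads carrying GST-tagged Bcl family fusion proteins plus one bare bead set; values are compound well signal with DMSO vehicle wells as background; inactives centre near 16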
Bim-Bcl-B = inhibitors of Bim-Bcl-B interaction, human; inhibition, % at 10 µM; Q9HD36; AID 951; bead-based flow cytometry, Bim peptide-Bcl-B binding; actives 0.073% (n = 190,000);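 also: 0% = tracer peptide without compound and 100% = reference inhibitor peptide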
Target sequence (Q9HD36 whole entry, looked up): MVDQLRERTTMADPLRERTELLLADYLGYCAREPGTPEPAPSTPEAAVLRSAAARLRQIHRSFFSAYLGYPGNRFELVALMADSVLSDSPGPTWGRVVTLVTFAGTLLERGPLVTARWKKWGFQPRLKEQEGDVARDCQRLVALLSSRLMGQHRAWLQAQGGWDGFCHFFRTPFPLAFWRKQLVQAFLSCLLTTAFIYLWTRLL
Mcl1 Bid PPI = disrupts binding of human Mcl-1 to Bid peptide; Q07820; TR-FRET Mcl-1/Bid-Dy647 peptide binding, 1536-well; inhibition, % at 21.7 µM; actives 0.97% (n = 220,000); AID 1021;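 active = compounds that cut the binding signal by more than half at the single screening dose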;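 also: His-tagged Mcl-1 with europium anti-His antibody binding Bid BH3 peptide; 0% = Mcl-1 plus peptide wells and 100% = peptide-only wells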
RGS8-Gao = regulators of human RGS8-Galphao interaction; actives 0.34% (n = 220,000); multiplexed bead flow cytometry, RGS8-Galphao binding; actives lie on both sides; response (percent of control binding), % at 10 µM; in the data active = response below about 60% or above about 140%; inactive = in between;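 also: Galphao activated as the GDP aluminium fluoride complex binding bead-coupled RGS8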
Starred values were filed as active, the others as inactive; ? = inconclusive. Rule as the data show it, unless noted: active = inhibition above about 40%.

SMILES	Bim-Bcl-2	RGS7-Gao reg	Bim-Bcl-XL	RGS4-Gao reg	Bim-Bcl-W	Bim-Bfl-1	Bim-Mcl-1	GSH bead fluor	Bim-Bcl-B	Mcl1 Bid PPI	RGS8-Gao
COC(=O)c1ccc(C(=O)OC)c(NC(=O)Oc2ccccc2)c1	-3	98	-2	99	-2	-5	-3	15	-7	-8	100
O=C(CN1C(=O)CC(c2ccco2)Sc2ccccc21)NCC1CCCO1 (stereo not drawn)	-2	88	-4	97	-2	-19	-1	16	-6	-8	89
CC(=O)c1c(O)cc(=O)n(-c2ccccc2)c1-c1ccc(Cl)cc1	-8	100	-6	101	-1	-2	-2	7	-6	-4	102
C=CCn1c(Cc2csc(N)n2)nnc1SCc1ccc(C(=O)OC)cc1	-8	102	-11	104	0	-17	-2	24	-13	-20	102
Cc1ccc(CSc2nnc(SCC(=O)N/N=C/C=C/c3ccco3)s2)cc1	0	96	-5	97	-5	-2	-2	11	-3	-10	100
O=C(Cc1ccccc1F)Nc1nc(-c2cccnc2)cs1	0	?	5	102	5	3	-2	13	-3	-38	101
CCCC(C)C(=O)Nc1nc(C)c(-c2csc(Nc3ccc(Cl)cc3)n2)s1 (stereo not drawn)	-7	110	-25	91	-1	0	-4	32	-2	-16	101
Cc1noc(C)c1C(=O)N1CCCC(C(=O)c2cccc(OC(C)C)c2)C1 (stereo not drawn)	-1	105	0	103	6	-3	12	11	-2	-18	105
Clc1ccc(-c2cn3c(n2)SCC3)cc1	-2	94	-4	98	0	-2	-4	21	-4	-16	101
CN1CCN(CCC2Oc3cc([N+](=O)[O-])ccc3NC2=O)CC1 (stereo not drawn)	-6	98	-2	105	0	-5	-1	18	-2	-18	104
Cc1ccc(C(=O)Nc2ccc(F)cc2)o1	0	106	-2	103	-1	0	-3	7	-6	-9	103
COc1ccc(OCC(=O)N(C)Cc2ccccc2)cc1	-6	102	-2	101	0	-6	0	15	-5	-8	102
O=C(NCc1ccco1)c1cc2n(n1)C(C(F)(F)F)CC(c1ccc(F)cc1)N2 (stereo not drawn)	-5	101	0	101	-2	-1	-2	17	0	-33	101
O=C(NCc1ccco1)c1ccccc1NS(=O)(=O)c1ccc2c(c1)OCCO2	3	102	0	101	2	1	2	28	0	8	102
CCNc1nc(NCC)nc(NC(N)=S)n1	-2	102	-1	100	-3	-4	0	14	-8	-22	104
O=C(Cn1cnc2c(cnn2-c2ccc(Cl)cc2)c1=O)NC1CCCCC1	-3	105	-8	104	-7	-4	-3	14	-9	-8	101
CCN1CCN(C(=O)N2CCOCC2)CC1	-1	101	-4	99	-1	-9	-1	14	-6	-56	105
COc1cccc(NC(=O)NCCC2=CCCCC2)c1	-3	97	0	99	0	-4	1	13	-2	-36	97
COc1cc(S(=O)(=O)N2CCCCC2)ccc1NC(=O)c1ccc(F)cc1	-8	99	-4	104	3	-12	-1	13	-8	-5	103
Cc1cc(/C=C2/NC(=O)NC2=O)c(C)n1-c1cccnc1	-4	101	-5	104	0	-4	-2	9	-4	-73	105
CCN(CC)S(=O)(=O)c1cc(C(=O)Nc2cccnc2Cl)ccc1Cl	-3	?	0	98	0	-6	-4	15	-6	-15	98
O=C(Nc1ccc(F)cc1)C1CCN(S(=O)(=O)c2cccs2)CC1	1	101	0	98	0	3	0	13	3	10	99
Cc1ccc(NC(=O)CSc2nnnn2-c2ccc3c(c2)OCO3)cc1C	0	102	-4	99	-2	-1	1	13	-5	3	103
COc1ccc2[nH]c(=S)[nH]c2c1	-10	97	0	101	-2	-10	-2	28	-10	-53	100
COc1cc(OC)c(C2C(C(=O)O)c3ccccc3C(=O)N2C)cc1OC (stereo not drawn)	0	104	-3	100	0	-2	0	20	1	-9	103

Quoted at random: two compounds from above
SMILES	Bim-Bcl-2	RGS7-Gao reg	Bim-Bcl-XL	RGS4-Gao reg	Bim-Bcl-W	Bim-Bfl-1	Bim-Mcl-1	GSH bead fluor	Bim-Bcl-B	Mcl1 Bid PPI	RGS8-Gao
CCNc1nc(NCC)nc(NC(N)=S)n1	-2	102	-1	100	-3	-4	0	14	-8	-22	104
O=C(NCc1ccco1)c1cc2n(n1)C(C(F)(F)F)CC(c1ccc(F)cc1)N2 (stereo not drawn)	-5	101	0	101	-2	-1	-2	17	0	-33	101

Later entries.
SMILES	Bim-Bcl-2	RGS7-Gao reg	Bim-Bcl-XL	RGS4-Gao reg	Bim-Bcl-W	Bim-Bfl-1	Bim-Mcl-1	GSH bead fluor	Bim-Bcl-B	Mcl1 Bid PPI	RGS8-Gao
CC(=O)Nc1ccc(SCC(=O)N(CCC#N)c2ccc(C)cc2)cc1	-5	95	3	99	0	-8	2	48	-9	-41	97
COc1ccc(C(=O)c2ccc(CC(=O)O)s2)cc1	-1	?	-4	102	-2	-5	-1	13	-3	-10	103
COC(=O)c1ccncc1N	-2	?	-2	97	-2	-5	1	15	0	-32	99
COc1cccc(C2CC(C(F)(F)F)n3nc(C(=O)Nc4c(C)n(C)n(-c5ccccc5)c4=O)cc3N2)c1 (stereo not drawn)	0	?	-1	99	3	-5	1	15	0	-18	99
CSc1nc(Cl)cc(N2CCOCC2)n1	-4	101	-1	101	-3	-8	0	12	-4	-1	95
O=C(CCc1nnc(CCC2CCCCC2)o1)NCc1ccon1	-4	107	0	102	-2	-6	-1	10	-3	2	105
CCO[C@H]1OC(C(=O)NC2CC2)=C[C@@H](c2ccc3c(c2)OCO3)[C@@H]1CCCO	-3	114	-8	110	-4	2	-9	21	0	-1	105
O=C(NCc1ccccn1)c1ccc(Cl)cc1Cl	-1	99	-4	99	-2	1	-6	17	-4	-25	99
O=C(c1cccs1)N(C(=O)c1cccs1)c1ccccn1	0	106	0	102	0	-1	0	8	-6	-23	98
Cc1oc(-c2cccc3ccccc23)nc1CN1CCN(c2ncnc3ccccc23)CC1	-3	103	0	98	2	-4	-1	22	0	-45	101
COc1ccc(OC)c(NC(=O)Cc2nn(C)c(=O)c3ccccc23)c1	-15	95	-7	98	-1	-19	-1	22	-10	-24	103
CCOC(=O)N1CCN(C(=O)CSc2ccc(Cl)cc2)CC1	-6	103	-3	102	1	-11	-1	25	-6	-19	103
Cc1c(C(=O)N2CCN(c3cccc(Cl)c3)CC2)cccc1[N+](=O)[O-]	-3	90	-6	90	-4	3	-2	14	-6	-15	88
O=C(Nc1ccccc1-c1ccccc1)C(c1ccccc1)c1ccccc1	5	96	-2	98	0	1	-1	5	-4	-2	102
COCCCNC(=S)NNC(=O)c1ccccn1	-1	108	0	104	0	-3	1	8	-2	-89	103
CCc1ccc(CCC(=O)Nc2nnc(C)s2)o1	-11	91	-3	94	-1	-8	-3	14	-10	-40	95
CCOC(=O)c1cc(NC(=O)N(CC)CC)c(C)nc1C	-8	99	-8	104	-3	-15	-3	32	-12	-12	102
Cc1ccc(CNC(=O)c2cc3c(-c4ccc(Cl)cc4)nn(C)c3s2)o1	-6	102	-1	98	-2	-2	2	15	-3	16	100
Cc1ccc(-c2nnc(SCC(=O)Nc3nccs3)n2N)cc1	-2	101	-5	103	-2	-6	-1	18	-4	-5	102
CN(C)CCCOC(=O)c1ccccc1	-1	99	-3	99	-4	0	-5	37	1	-1	102
CN(C(=O)c1ccccn1)c1nnc(-c2ccccn2)s1	-1	100	0	101	0	0	0	14	1	-8	100
COc1ccccc1N1CCN(S(=O)(=O)c2ccccc2)CC1	-5	100	-1	101	2	-12	2	27	-6	-29	102
CCCn1c(SCC(N)=O)nc2c(c1=O)C1(CCCC1)Cc1ccccc1-2	-13	99	-11	103	-3	-22	-3	24	-9	-8	98
CCOC(=O)CSc1nnc(-c2ccccc2)o1	4	107	2	114	0	6	-3	24	13	-8	121
FC(F)(F)c1ccc(N2CCN(Cc3ccc4c(c3)OCO4)CC2)nc1	-5	95	-3	100	0	-4	-7	12	-6	2	101

More structures:
SMILES	Bim-Bcl-2	RGS7-Gao reg	Bim-Bcl-XL	RGS4-Gao reg	Bim-Bcl-W	Bim-Bfl-1	Bim-Mcl-1	GSH bead fluor	Bim-Bcl-B	Mcl1 Bid PPI	RGS8-Gao
COc1ccc(OC)c(C2=Nn3c(nnc3-c3ccco3)SC2)c1	-4	94	0	99	5	-4	3	11	-2	-28	99
CC(C)(C)NC(=S)NNC(=O)c1ccncc1	-2	98	-9	98	-7	-3	-7	20	-17	-5	99
O=C(NCC1CCCO1)C(c1cccs1)N(Cc1ccccc1)C(=O)c1ccc(-c2ccccc2)[nH]1 (stereo not drawn)	-2	85	-6	82	-2	0	-4	12	-5	15	74
CCCCn1nnnc1SCC(=O)NCc1ccco1	0	96	-2	99	0	0	0	10	-1	-28	92
CCS(=O)(=O)Nc1ccc(C(=O)OC)cc1	-7	97	-4	100	3	-10	0	13	-8	2	100
COc1ccc(NC(=O)CCN2CCCCCC2)cc1	-33	101	-31	103	-8	-10	-8	26	-8	-20	101
COC(=O)Cn1c(CN2CCC(Cc3ccccc3)CC2)nc2c1c(=O)n(C)c(=O)n2C	0	100	-2	97	-4	0	-1	10	0	4	103
COc1ccc2c(c1)C(NC(C)=O)C(=O)N2C (stereo not drawn)	-3	103	-3	103	-2	-4	-3	25	0	-16	102
Cc1ncc(CO)c(/C=N/NC(=O)c2ccc(Br)cc2)c1O	-4	99	-10	107	-6	-18	-6	20	-13	-76	100

4 compounds already listed, ordered by the number in Bim-Mcl-1, rising:
SMILES	Bim-Bcl-2	RGS7-Gao reg	Bim-Bcl-XL	RGS4-Gao reg	Bim-Bcl-W	Bim-Bfl-1	Bim-Mcl-1	GSH bead fluor	Bim-Bcl-B	Mcl1 Bid PPI	RGS8-Gao
CC(C)(C)NC(=S)NNC(=O)c1ccncc1	-2	98	-9	98	-7	-3	-7	20	-17	-5	99
O=C(NCC1CCCO1)C(c1cccs1)N(Cc1ccccc1)C(=O)c1ccc(-c2ccccc2)[nH]1 (stereo not drawn)	-2	85	-6	82	-2	0	-4	12	-5	15	74
COC(=O)Cn1c(CN2CCC(Cc3ccccc3)CC2)nc2c1c(=O)n(C)c(=O)n2C	0	100	-2	97	-4	0	-1	10	0	4	103
CCCCn1nnnc1SCC(=O)NCc1ccco1	0	96	-2	99	0	0	0	10	-1	-28	92

Full records from above:
Results for Cc1ncc(CO)c(/C=N/NC(=O)c2ccc(Br)cc2)c1O = Bim-Bcl-2 = -4; RGS7-Gao reg = 99; Bim-Bcl-XL = -10; RGS4-Gao reg = 107; Bim-Bcl-W = -6; Bim-Bfl-1 = -18; Bim-Mcl-1 = -6; GSH bead fluor = 20; Bim-Bcl-B = -13; Mcl1 Bid PPI = -76; RGS8-Gao = 100
Results for CC(C)(C)NC(=S)NNC(=O)c1ccncc1 = Bim-Bcl-2 = -2; RGS7-Gao reg = 98; Bim-Bcl-XL = -9; RGS4-Gao reg = 98; Bim-Bcl-W = -7; Bim-Bfl-1 = -3; Bim-Mcl-1 = -7; GSH bead fluor = 20; Bim-Bcl-B = -17; Mcl1 Bid PPI = -5; RGS8-Gao = 99
